Bioassay records as filed in PubChem BioAssay.
GLD-1 TGE inh: GLD-1-TGE RNA interaction inhibition (C. elegans). Q17339. purified GLD-1 + fluorescein TGE RNA, fluorescence polarization. inhibition, % at 5.96 µM. 0.44% of 320,000 active. AID 2280;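 active means percent inhibition above a per-plate cutoff, the plate mean of test compounds plus 3 SD, cut at about 30% in these data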;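 further: 0% = DMSO wells with GLD-1 and probe and 100% = wells lacking GLD-1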
Target sequence (Q17339 whole entry, looked up): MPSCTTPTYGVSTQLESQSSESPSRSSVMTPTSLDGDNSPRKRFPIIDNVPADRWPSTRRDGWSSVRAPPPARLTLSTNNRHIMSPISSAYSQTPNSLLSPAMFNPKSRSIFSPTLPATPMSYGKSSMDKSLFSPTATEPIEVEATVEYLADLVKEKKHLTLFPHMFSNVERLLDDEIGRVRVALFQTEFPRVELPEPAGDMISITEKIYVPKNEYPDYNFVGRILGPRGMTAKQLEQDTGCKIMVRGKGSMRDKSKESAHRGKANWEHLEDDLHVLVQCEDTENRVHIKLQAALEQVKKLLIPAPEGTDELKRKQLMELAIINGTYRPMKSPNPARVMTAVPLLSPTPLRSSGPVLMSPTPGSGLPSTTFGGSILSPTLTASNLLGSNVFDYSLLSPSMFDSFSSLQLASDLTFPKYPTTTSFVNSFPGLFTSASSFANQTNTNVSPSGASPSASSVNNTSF
MEX-5 binding: C. elegans MEX-5 TCR-2 RNA binding activity; Q9XUB2; MEX-5/FITC-TCR2 RNA binding, fluorescence polarization; active compounds read low; activity score (negative = inhibition of binding), % at 10 µM; 0.38% of 300,000 active; AID 1832;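 active means inhibition past about -25% in most replicates, and total fluorescence under double the plate's negative control median, limit read from the data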;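 further: 0% = DMSO and -100% = 5 µM competing unlabeled TCR2 RNA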
MCL1 BIM primary: disrupts human MCL1 binding to BIM-BH3 peptide | 0.68% of 320,000 active | inhibition, % at 10.9 µM | AID 2057 | Q07820 | GST-MCL1 / FITC-Bim-BH3 fluorescence polarization;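 active means inhibition above the mean inhibition of all tested compounds plus 3 SD, set per campaign, cut at about 40% in these data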;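 further: 0% = DMSO wells and 100% = unlabeled Bim-BH3 peptide control; higher means more loss of mP so more displacement of Bim peptide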
Target sequence (Q07820 whole entry, looked up): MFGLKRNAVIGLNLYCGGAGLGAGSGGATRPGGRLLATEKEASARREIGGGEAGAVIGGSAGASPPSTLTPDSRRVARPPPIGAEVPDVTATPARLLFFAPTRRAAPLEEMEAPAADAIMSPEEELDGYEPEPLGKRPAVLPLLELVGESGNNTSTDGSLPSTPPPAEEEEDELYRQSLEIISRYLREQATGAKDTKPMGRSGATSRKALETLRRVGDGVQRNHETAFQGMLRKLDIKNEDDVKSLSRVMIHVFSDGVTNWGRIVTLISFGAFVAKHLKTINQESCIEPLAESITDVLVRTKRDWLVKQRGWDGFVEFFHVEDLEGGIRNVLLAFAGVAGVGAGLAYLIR
EBNA-1 inhibitor: blocks EBNA-1 binding to DNA | EBNA-1 DNA binding, fluorescence polarization | inhibition, % at 14.8 µM | 0.34% of 300,000 active | AID 1950; in the data active means inhibition above about 28%
Efflux pump inh: inhibitors of Candida antifungal efflux pumps expressed in yeast; S. cerevisiae Candida pump triplex, Nile Red efflux; inhibition, % at 10 µM; 0.44% of 330,000 active; AID 485275;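 active means plate passing quality check with inhibition over a set limit, or well fluorescence over plate mean plus 4 SD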;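 further: Nile Red retained in pooled yeast measured as flow cytometry median fluorescence; 0% = buffer negative control and 100% = Enniatin B positive control; higher means more Nile Red kept so more efflux inhibition; some compounds called inactive have numbers as strong as hits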
Yeast superoxide: caloric restriction mimetics inhibiting age-related superoxide in yeast | S. cerevisiae aged cells, superoxide DHE fluorescence; active compounds read low | superoxide response (% of plate mean), % at 10 µM | 0.18% of 330,000 active | AID 2690;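 active means superoxide response under a set limit, about three screen SD below normal, cut at about 65% in these data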;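 further: yeast aged for seven days with compound at 30 °C before DHE staining; 100% = average MFI of all compound-treated wells on the plate with controls excluded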
ZTA DNA inh: counter-screen for EBNA-1 inhibitors: inhibitors of Epstein-Barr virus ZTA. P03206. ZTA-DNA binding, fluorescence polarization. inhibition, % at 11 µM. 0.15% of 320,000 active; in the data active means inhibition above about 33%
BCLXL inh: inhibitors of human Bcl-xL | 0.7% of 320,000 active | inhibition, % at 10.9 µM | AID 2129 | GST-Bcl-xL / FITC-Bim BH3 peptide fluorescence polarization;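 active means inhibition above the mean of all tested compounds plus 3 SD, cutoff set per campaign, cut at about 30% in these data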;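 further: 0% = DMSO wells and 100% = unlabeled Bim-BH3 peptide competitor; inhibitors lower millipolarization by displacing the labeled peptide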
Target sequence (Q07817 whole entry, looked up): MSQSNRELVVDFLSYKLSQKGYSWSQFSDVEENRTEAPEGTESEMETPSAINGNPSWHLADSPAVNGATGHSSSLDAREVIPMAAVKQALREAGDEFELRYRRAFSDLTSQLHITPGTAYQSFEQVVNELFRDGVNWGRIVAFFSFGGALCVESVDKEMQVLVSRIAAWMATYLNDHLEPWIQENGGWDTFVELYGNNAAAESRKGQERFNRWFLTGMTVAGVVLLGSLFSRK
Fam108B inh: blocks mouse Fam108B hydrolase in RBBP9 counter-screen; recombinant Fam108B, FP-Rh probe fluorescence polarization; inhibition, % at 9.51 µM; 0.33% of 300,000 active;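 active means inhibition above the screen mean inhibition plus 3 SD, computed separately per campaign, cut at about 18% in these data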;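 further: inhibitors lower polarization as less probe binds the enzyme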
Starred values were filed as active, the others as inactive.

Screens in order – GLD-1 TGE inh, MEX-5 binding, MCL1 BIM primary, EBNA-1 inhibitor, Efflux pump inh, Yeast superoxide, ZTA DNA inh, BCLXL inh, Fam108B inh
- O=C(Cc1ccccc1)c1c[nH]c(C(=O)NC2CCCC2)c1
 : 1.3, 0.3, 4.6, 1.9, -0.1, 88.3, -2.8, 5.6, 1.5
- COc1cccc2cc(-c3csc(NC(=O)CCC(=O)NCCCN4CCC(C)CC4)n3)c(=O)oc12
 : 0.6, 0.9, 0.1, 6.7, 0.0, 100.0, -3.6, -14.9, -0.9
- Cc1ccc(-n2[nH]c(C)c(C=Nc3ccc(S(=O)(=O)N4CCOCC4)cc3)c2=O)c(C)c1
 : -0.4, -1.8, 5.3, -5.1, -0.1, 102.2, -5.9, 2.3, 0.2
- Nc1nc(SCC(=O)N2CCOCC2)n[nH]1
 : 2.5, -4.2, 4.5, -1.7, 0.0, 90.3, -18.8, 6.3, 9.2
- COc1ccc(C2CC(=O)N3CN(c4ccc(C)c(Cl)c4)CSC3=C2C#N)cc1OC (stereo not drawn)
 : 0.5, 2.4, -6.1, 2.4, 0.1, 90.3, 14.9, -4.2, 1.3
- Cn1ccnc1SCC(=O)NC1(C#N)CCCCC1
 : 0.4, -4.3, -2.8, 12.4, 0.1, 92.1, -5.8, -1.5, -0.8
- CCCC(=O)N(c1ccc(C(=O)O)cc1)c1nc(-c2ccccc2)c(C)s1
 : 4.1, -1.5, 6.0, 0.4, 0.1, 95.3, 2.6, 0.4, 2.0
- CCCCCc1c(C)nc(N2CCN(Cc3ccc4c(c3)OCO4)CC2)[nH]c1=O
 : 1.3, 0.0, 3.4, -4.5, 0.0, 98.0, -23.4, 2.7, -4.6
- CCc1nn(CC(=O)NC2CCN(Cc3ccccc3)CC2)c(=O)c2cc3cc(F)ccc3n12
 : -2.5, -0.3, 0.5, 2.1, 0.0, 72.4, 10.6, -1.3, -0.7
- CCCC(=O)Nc1c2c(nn1-c1ccc(OC)cc1)CS(=O)C2 (stereo not drawn)
 : 0.2, 0.2, 5.6, 3.7, -0.1, 95.9, 2.3, 3.6, 0.5

Following part:
Screens in order – GLD-1 TGE inh, MEX-5 binding, MCL1 BIM primary, EBNA-1 inhibitor, Efflux pump inh, Yeast superoxide, ZTA DNA inh, BCLXL inh, Fam108B inh
- CC1(C)CC(NC(=O)C2CCN(S(=O)(=O)c3ccc(F)cc3)CC2)CC(C)(C)N1
 : 4.0, 1.1, -3.1, 3.1, 0.5, 119.1, -5.3, 6.4, 1.1
- Cc1ccc2cc(CN(C)S(C)(=O)=O)c(=O)[nH]c2c1
 : -4.5, 1.1, 0.3, -18.3, 0.0, 96.8, 5.7, 2.2, 2.2
- S=C(Nc1ccccc1)N1CCCCC1
 : 6.1, -3.6, 1.9, -6.2, 0.0, 100.0, 0.9, 2.5, 3.6
- NC(=O)c1oc2ccccc2c1NC(=O)C1CC(=O)N(c2ccccc2)C1 (stereo not drawn)
 : 2.8, -0.5, -3.8, 7.3, 0.0, 79.4, -17.8, -0.3, 0.5
- O=C(O)COc1ccccc1/C=N/NC(=O)c1cc(-c2ccccc2)nc2ccccc12
 : -2.0, -0.1, 7.7, -13.7, 0.1, 93.9, 3.9, 8.0, -1.4
- CC(c1ccon1)N(C)C(=O)c1ccc(OC2CCN(C(=O)C3CC3)CC2)cc1 (stereo not drawn)
 : -1.8, 3.6, -51.3, 4.5, -0.1, 84.0, 5.5, -23.0, 2.2
- CCN(CC)Cc1c(C(=O)N/N=C/c2c(Cl)cccc2Cl)nnn1-c1nonc1N
 : 5.4, 1.0, -4.0, -14.6, 0.1, 89.9, -13.1, -2.4, -3.9
- CCc1nnc(NC(=O)CCC2CCCCC2)s1
 : -3.7, 2.3, -1.7, -4.1, -0.1, 83.3, 0.9, -3.4, -1.7
- COc1cc(CCC(=O)N2CCN(c3ncccn3)CC2)cc(OC)c1OC
 : 2.2, 1.2, -0.1, 2.1, 0.0, 92.5, 14.5, 4.5, -2.2
- Cc1ccc(C)c(COC(=O)CCN=C2NS(=O)(=O)c3ccccc32)c1
 : 2.1, 1.3, -12.6, 1.1, -0.2, 105.0, -1.9, -9.8, -0.1

(more compounds)
Screens in order – GLD-1 TGE inh, MEX-5 binding, MCL1 BIM primary, EBNA-1 inhibitor, Efflux pump inh, Yeast superoxide, ZTA DNA inh, BCLXL inh, Fam108B inh
- O=C(Nc1ccccc1C(=O)Nc1cccnc1)c1ccccc1
 : 3.6, 0.9, -1.2, -3.3, -0.2, 103.2, -20.2, 2.4, 0.1
- O=C(CN1CCOCC1)N/N=C/c1cccc2ccccc12
 : 7.1, 1.6, 6.7, -11.3, 0.0, 105.9, -6.9, 1.1, 1.6
- O=C(Nc1ccccn1)c1nc(-c2ccccc2)n(-c2ccccc2)n1
 : 4.9, -1.5, 2.1, 0.9, 0.0, 87.9, -14.1, 3.9, 4.6
- N/C(=N\OCc1ccccc1)c1nonc1N
 : 1.8, 2.1, -1.2, -16.2, -0.1, 81.3, -6.3, 0.4, 1.9
- CCc1ccccc1N1C(=O)C(Cl)=C(N2CCOCC2)C1=O
 : -0.5, 0.5, 3.1, 3.9, 0.0, 91.5, 17.1, 5.7, -0.7
- CCN(CC)S(=O)(=O)c1cccc(C(=O)NCCc2ccccc2)c1
 : -7.0, -0.8, 5.3, -8.0, 0.1, 112.1, -3.7, 1.0, 2.1
- CC(=O)N1N=C(c2ccc(C)cc2)CC1c1ccco1 (stereo not drawn)
 : -0.5, 2.8, -9.1, -10.2, 0.1, 105.0, 2.9, -2.0, 1.6
- Cc1ccc2nc(SCC(=O)c3ccc(Cl)cc3)nc(=O)n2c1
 : 5.5, 0.6, 7.2, -0.7, -0.2, 100.7, 4.8, 2.9, -2.0
- COc1ccc(C(=O)N2CCN(c3nc4cc(C)ccc4cc3C#N)CC2)c(OC)c1
 : 2.7, -4.3, 4.3, 7.0, -0.1, 86.4, 5.3, 5.1, 0.8
- CCC(C)NC(=O)c1[nH]c(C)c(C(=O)OC)c1C (stereo not drawn)
 : 1.3, 3.1, 1.6, 0.5, -0.5, 93.7, 3.5, 11.5, 7.1

Later entries.
Screens in order – GLD-1 TGE inh, MEX-5 binding, MCL1 BIM primary, EBNA-1 inhibitor, Efflux pump inh, Yeast superoxide, ZTA DNA inh, BCLXL inh, Fam108B inh
- Cc1ccc(C(=O)CSc2nc3ccccc3c(=O)n2-c2ccccc2)s1
 : -0.8, -0.8, 5.7, 2.4, -0.3, 101.5, 8.7, 7.1, -1.1
- O=C(NCCCN1CCCC1=O)C(=O)NCC1OCCCN1S(=O)(=O)c1cc(F)ccc1F (stereo not drawn)
 : 1.4, -0.5, -0.8, 3.1, -0.2, 93.0, 6.7, 4.2, -6.3
- O=C1C(C2=C(O)c3ccccc3C2=O)=Nc2ccccc21
 : -0.3, -1.8, 18.8, 8.1, 0.1, 104.2, -2.4, 18.3, 15.7
- COC(=O)CNC(=O)c1cc(-c2ccncc2)nc2c(C)c(Cl)ccc12
 : -4.7, 3.2, 2.0, 11.5, -0.1, 105.4, -0.8, -3.3, -2.7
- CCOc1ccc(CCNC(=O)C(C)n2nc(C)c3c(C)n(-c4ccccc4)nc3c2=O)cc1 (stereo not drawn)
 : 1.4, -4.4, 0.8, -3.2, -0.1, 106.4, -6.0, 0.8, 2.7
- O=C1OC(c2ccc(F)cc2)=C/C1=C\c1ccc([N+](=O)[O-])o1
 : 3.9, 1.6, -104.6, -6.4, 1.0, 130.1, 19.3, -29.5, 2.5
- Cc1cc(C)cc(OCC(=O)Nc2ccncc2)c1
 : -8.4, 0.3, 2.9, -6.5, 0.6, 93.0, 0.9, -2.9, 0.1
- O=C(O)C/C(=C\c1ccc(Cl)cc1)c1nc2ccccc2o1
 : 10.0, 5.4, 0.5, -4.0, -0.1, 129.5, -14.6, -0.5, -3.3
- c1ccc(Nc2ncnc3sccc23)cc1
 : 8.5, -1.5, 6.3, -13.5, 0.1, 85.2, 6.5, 0.2, 0.5
- CCn1nnc(-c2ccccc2NC(=O)c2ccc(-n3cnnn3)cc2)n1
 : -5.3, 3.5, -5.7, 4.2, 0.2, 111.1, 2.7, -6.5, -8.3

Continued.
Screens in order – GLD-1 TGE inh, MEX-5 binding, MCL1 BIM primary, EBNA-1 inhibitor, Efflux pump inh, Yeast superoxide, ZTA DNA inh, BCLXL inh, Fam108B inh
- OC(C#CCN1CCCC1)(c1ccccc1)c1cccc(F)c1 (stereo not drawn)
 : 5.9, -0.8, -3.0, 3.4, 0.3, 86.3, -7.1, -1.6, -4.4
- CNC(=O)C(=O)NCC1OCCN1S(=O)(=O)c1ccc(C)cc1 (stereo not drawn)
 : 12.3, 0.8, 3.9, -1.0, -0.4, 100.7, -5.4, 5.7, 3.8
- CCC(=O)Nc1cc(-c2nn3c(C)nnc3s2)ccc1C
 : 4.8, 1.5, 2.7, 12.2, 0.0, 160.2, 7.4, 5.8, -2.6
- CCc1ccccc1NC(=S)N(Cc1ccc(C(=O)O)cc1)Cc1ccc(OC)c(OC)c1
 : 0.4, 0.7, 10.6, -0.3, -0.2, 81.5, 15.3, 0.7, 1.1
- CC1(C)CC(=O)C(C=NCC2CCN(C(=O)Nc3ccc(Cl)c(Cl)c3)CC2)=C(O)C1
 : -5.3, 1.1, 0.4, 8.6, 0.0, 120.5, 21.3, 2.1, 0.8
- Cc1ccc(NC(=O)NC2=NN(c3ccccc3)C(=O)/C2=C2/CCCN2C)cc1
 : 9.9, -0.5, -2.2, -6.6, 0.1, 88.4, -26.3, 6.6, 4.2
- O=C(Cn1c(=O)oc2cc(S(=O)(=O)N3CCCCC3)ccc21)N1CCCCC1
 : 2.0, 0.3, 3.6, 4.4, 0.1, 75.2, -8.1, 7.2, 0.2
- COc1ccc(-c2c(-c3cccc(C)c3)oc3ccc(-c4ccc5c(c4)OCO5)cc23)cn1
 : 2.2, 1.8, 7.6, 20.3, 0.3, 104.4, -2.7, 6.4, 3.1
- CCn1c(CC(=O)Nc2ccc(C)cc2)nnc1SCC(=O)N1CCOCC1
 : -0.7, 1.5, 4.6, -0.2, -0.1, 100.4, -8.6, -0.4, 1.5
- CC1=C(C(N)=O)C(c2cccs2)NC(=S)N1 (stereo not drawn)
 : 5.0, 2.5, 2.0, -9.2, 0.0, 106.6, -14.3, 1.4, 0.9

In the list so far, 2 contain two or more sulfur atoms.
Screens in order – GLD-1 TGE inh, MEX-5 binding, MCL1 BIM primary, EBNA-1 inhibitor, Efflux pump inh, Yeast superoxide, ZTA DNA inh, BCLXL inh, Fam108B inh
- Cc1ccc(C(=O)CSc2nc3ccccc3c(=O)n2-c2ccccc2)s1
 : -0.8, -0.8, 5.7, 2.4, -0.3, 101.5, 8.7, 7.1, -1.1
- CC1=C(C(N)=O)C(c2cccs2)NC(=S)N1 (stereo not drawn)
 : 5.0, 2.5, 2.0, -9.2, 0.0, 106.6, -14.3, 1.4, 0.9

Further entries.
Screens in order – GLD-1 TGE inh, MEX-5 binding, MCL1 BIM primary, EBNA-1 inhibitor, Efflux pump inh, Yeast superoxide, ZTA DNA inh, BCLXL inh, Fam108B inh
- CCCOC(=O)C1=C(C)NC2=C(C(=O)CCC2)C1c1ccc(N(C)C)cc1 (stereo not drawn)
 : 8.9, 0.1, 13.8, 9.3, -0.1, 102.5, 2.7, 4.1, -1.6
- CCC(C)Sc1nnc(CSc2nc(C)cc(C)n2)n1C (stereo not drawn)
 : 9.9, -0.6, -3.8, -7.7, 0.1, 94.3, -4.9, -8.7, -2.5
- NC(=O)CSCc1cccc(Br)c1
 : 7.6, -4.9, 1.7, 4.6, -0.1, 95.7, 5.8, 1.4, -0.7
- Cc1cc(NC(=O)CCC(=O)N(CC(=O)NC2CCCC2)Cc2ccc3c(c2)OCO3)no1
 : -0.4, 1.1, 11.4, 4.8, -0.3, 91.8, 7.3, 5.0, 1.2
